D3 ag: agonists of human D3 dopamine receptor | P35462 | D3R DiscoveRx beta-arrestin cells, luminescence, 90 min | max activation, % | 0.58% of 410,000 active; in the data active = max activation above about 30%; note: 0% is about no effect; mostly tested at two doses, the higher about 12 µM
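Cells at 1500/well, incubated overnight, then treated with pinned compounds (dopamine as control) for 90 min at 37 degrees C. DiscoveRx reagent added for 30 - 60 minutes at room temperature; luminescence read.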
GLP1R cytotox: cytotoxic in the GLP-1 receptor inverse agonist counter-screen. HEK293 cAMP-luciferase reporter cells, luminescence, 24 h. Potency, µM (series often up to 38.3 µM), for the others: top-dose activity change, negative = inhibition, hits mostly inhibitors. 0.13% of 410,000 active. AID 624418;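 note: loss of luciferase light is scored as toxicity; potency is the fitted concentration of half-maximal effect; % is set by controls: 0 for no effect and ±100 for the full control effect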
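MLSMR compounds, 24 hr on cells at 37 deg C/5% CO2; luminescence after luciferase reagent (12 min RT). Inhibition counted as the undesired cytotoxic outcome.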
WRN helicase inh: blocks human WRN helicase; AID 651768; WRN helicase unwinding, fluorescent forked duplex, kinetic; Potency, µM (top dose mostly 114 µM), inactives show at the top dose activity change, negative = inhibition, usual class: inhibitors; Q14191; 0.46% of 360,000 active; note: potency is the fitted concentration of half-maximal effect; % is set by controls: 0 for no effect and ±100 for the full control effect; nearly all actives have a fitted effect of over 55% in size
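Screening of the MLSMR collection measured strand separation of a quenched forked DNA duplex (100 nM) by 20 nM WRN with 2 mM ATP, all final. Compounds were preincubated with enzyme 15 min at room temperature.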
GLP1R inv ag: GLP-1 receptor (human) inverse agonism; P43220; HEK293 GLP-1R CRE-luciferase, luminescence, 24 h; GLP-1R form is constitutively active; Potency, µM (titrated, usually from 38.3 µM), without a hit: top-dose activity change, negative = inhibition, actives largely listed as inhibitors; 1.6% of 410,000 active; AID 624417; note: potency is the fitted concentration of half-maximal effect; % is set by controls: 0 for no effect and ±100 for the full control effect; nearly all actives have a fitted effect of over 55% in size
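Seeding at 200 cells/uL, 12 h culture, 24 hr compound treatment, then luciferase reagent and a luminescence read; cells are HEK293 stably expressing a constitutively active GLP-1R plus cAMP-responsive luciferase.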
GLP1R ag: GLP-1 receptor (human) agonism; HEK293 GLP-1R CRE-luciferase, luminescence, 4-6 h; cells express a hypersensitive GLP-1R form; Potency, µM (highest dose often 45.6 µM), for inactives: at the highest dose activation, most hits filed as activators; 0.007% of 380,000 active; AID 624172; note: potency is the fitted concentration of half-maximal effect; % of control where 0% means no effect
IL2 activator: activates IL-2 in a cell-based reporter assay; 0.065% of 360,000 active; activation, % (series mostly up to about 46 µM); IL-2 activation reporter assay, cell-based qHTS; stimulated with anti-CD3/CD4/CD28 beads; in transgenic mouse T cells; in the data active = activation above about 50%; inconclusive = mostly about 30% to 49%; note: 0% is about no effect
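EGFP and DsRed fluorescence is measured by plate cytometry in unstimulated transgenic mouse T cells exposed to compound for 60 minutes, then stimulated 18 hours at 37 degrees C with anti-CD3/anti-CD4 beads plus anti-CD28.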
PLK1 PBD inh: blocks phosphopeptide binding to human PLK1 polo-box domain; P53350; Plk1 PBD binding of FITC phosphopeptide, fluorescence polarization; Potency, µM, for the others: max response, negative = inhibition, usual class: inhibitors; 2.8% of 360,000 active; AID 720504; note: potency is the fitted concentration of half-maximal effect; series mostly up to about 57 µM; % is set by controls: 0 for no effect and ±100 for the full control effect; nearly all actives have a fitted effect of over 65% in size
Target sequence (P53350 whole entry, looked up, the tested form may be a part): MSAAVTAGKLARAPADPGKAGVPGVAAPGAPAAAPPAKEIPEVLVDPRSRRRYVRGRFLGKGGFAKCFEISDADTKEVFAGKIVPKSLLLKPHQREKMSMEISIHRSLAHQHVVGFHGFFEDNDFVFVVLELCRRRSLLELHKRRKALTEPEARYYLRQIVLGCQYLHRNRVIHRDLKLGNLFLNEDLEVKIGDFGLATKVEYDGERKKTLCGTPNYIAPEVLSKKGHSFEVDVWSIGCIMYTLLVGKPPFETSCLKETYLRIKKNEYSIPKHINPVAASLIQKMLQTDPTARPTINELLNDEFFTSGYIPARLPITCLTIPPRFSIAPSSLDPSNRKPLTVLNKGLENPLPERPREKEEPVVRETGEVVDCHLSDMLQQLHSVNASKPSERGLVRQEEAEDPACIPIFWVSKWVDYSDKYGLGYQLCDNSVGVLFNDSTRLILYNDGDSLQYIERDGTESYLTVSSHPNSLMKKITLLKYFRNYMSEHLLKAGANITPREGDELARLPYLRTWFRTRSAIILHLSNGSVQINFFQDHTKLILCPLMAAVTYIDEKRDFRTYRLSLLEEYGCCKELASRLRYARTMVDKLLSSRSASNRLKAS
PI5P4Ka inh: PI5P4K alpha (human) kinase inhibition; 1.2% of 330,000 active; P48426; PI5P4Kalpha enzyme, ADP-Glo luminescence, 60 min; stronger effect = lower value; max response, %; active = max response of -50% or lower; inconclusive = between -30% and -50%; inactive = -30% or higher; note: value at the top dose of about 77 µM; % is set by controls: 0 for no effect and ±100 for the full control effect
Target sequence (P48426 whole entry, looked up): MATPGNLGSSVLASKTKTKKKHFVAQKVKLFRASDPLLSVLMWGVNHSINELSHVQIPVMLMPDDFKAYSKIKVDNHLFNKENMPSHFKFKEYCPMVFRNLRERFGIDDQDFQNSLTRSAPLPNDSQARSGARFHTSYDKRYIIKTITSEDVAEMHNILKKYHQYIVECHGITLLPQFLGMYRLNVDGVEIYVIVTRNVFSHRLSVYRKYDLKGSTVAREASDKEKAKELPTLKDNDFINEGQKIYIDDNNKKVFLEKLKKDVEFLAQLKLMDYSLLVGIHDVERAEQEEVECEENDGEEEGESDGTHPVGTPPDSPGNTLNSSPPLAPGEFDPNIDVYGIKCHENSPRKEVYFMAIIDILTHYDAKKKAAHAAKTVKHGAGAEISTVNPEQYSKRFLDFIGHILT
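Enzyme plus substrate dispensed, test compounds pinned in, then ATP (5 microM final) added. After 60 min at RT, ADP-Glo reagent 1 for 45 min and reagent 2 for 30 min preceded luminescence imaging.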
DRD3 antagonist: blocks the human D3 dopamine receptor; 2.5% of 360,000 active; max response, negative = inhibition, %; D3R cells, DiscoveRx beta-arrestin luminescence, antagonist mode; stronger effect = lower value; P35462; AID 652054; in the data active = max response below about -50%; inconclusive = no clear call, values can overlap the other calls; note: % is set by controls: 0 for no effect and ±100 for the full control effect; mostly tested at two doses, the higher about 12 µM
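Cells plated overnight at 1500 cells/well, then exposed to library compounds with dopamine controls for 90 minutes at 37 degrees C. DiscoveRx reagent added for 30–60 minutes at room temperature; luminescence read, quantitative HTS format.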
* = called active by the depositor; ? = inconclusive; . = no result given; & = joins results of further samples; [ ] = dose if it differs, or a comment. Unless noted, calls come from the whole dose curve; as a rule, active = well fitted curve in the direction sought with a large enough effect; inconclusive = small, poorly fitted or top-dose-only effect, or another doubt; inactive = no such curve, though single readings can be large; an effect the other way counts as inactive or inconclusive.

SMILES,GLP1R ag,PLK1 PBD inh,IL2 activator,GLP1R inv ag,WRN helicase inh,DRD3 antagonist,PI5P4Ka inh,GLP1R cytotox,D3 ag
CC(=O)Oc1ccc2ccccc2c1C(NC(=O)Cc1ccccc1)c1ccccc1Cl (centres undefined),-14%,-5%,-2.3,5.6µM*,-14%,-15,-2,?,-7
CC(NC(=O)CCCc1ccccc1)c1ccncc1 (centres undefined),3%,-2%,4.0,11%,-32%,2,-2,19%,-1
O=C(CSc1ncn[nH]1)c1ccco1,2%,30µM*,0.0,-2%,-7%,-12,?,-5%,0
CCOC(=O)N1CCC(NC(=O)c2cccs2)CC1,0%,4%,0.3,-7%,-17%,10,2,1%,-2
CN(C)CCNC(=O)c1ccc(-c2nn(C)c(=O)c3ccccc23)cc1,14%&5%,-7%,-0.7,10%&-7%,6%,13,0,1%&4%,-3&-9
CCOc1cc(N2CCOCC2)c(OCC)cc1NC(=O)c1cc(C)nc2ccccc12,8%,2%,-1.0,30%[activator][7.66 µM],6%,3,1,2%[7.66 µM],4
Cc1ccc(C(=O)NCC(=O)NCc2cc(=O)n(C)c(=O)n2C)cc1C,-2%,-10%,-0.3,13%,1%,15,8,-11%,-4
CCN(CC)CCNC(=O)c1ccc(NC(=O)c2cccc(S(=O)(=O)N(C)C3CCCCC3)c2)cc1,14%,0%,-0.7,?,0%,-8,-5,?,-12
Cc1cc(=O)[nH]c(/N=C(\N)Nc2ccc3c(c2)OCCO3)n1,7%,-2%,1.9,16%,2%,-10,4,-4%,-3
Cc1ccccc1CN(C)CC(=O)Nc1ccccc1-c1ccccc1,10%,4%,-0.4,?,-7%,5,12,-3%,2
O=C(N[C@@H]1C[C@H]2CC[C@@H]1C2)c1ccco1,-4%,-21%,-0.9,3%,7%,-3,-6,3%,0
COCCCNC(=O)CN1CCN(Cc2ccccc2Cl)C1=O,5%,-7%,-0.9,-14%,-8%,-18,2,1%,-1
COc1cccc(C(=O)NCC(c2cccs2)N2CCOCC2)c1 (centres undefined),15%,3%,-2.8,9%,-16%,-2,8,-5%,-5
CC(=O)NC1C(=O)N=C(SCC(=O)NCc2ccccc2)NC1=O (centres undefined),1%,-6%,-2.6,4%,-4%,1,.,6%,12
Cc1cccn2c(=O)c3cc(C(=O)N4CCCCC4C)sc3nc12 (centres undefined),1%,-4%,0.6,15%,7%,-19,-3,4%,-3
O=C(c1sc2ccccc2c1Cl)N(Cc1ccccc1Cl)C1CCS(=O)(=O)C1 (centres undefined),1%,-1%,-2.5,0%,0%,-4,.,-23%,16
N#CCC(=O)c1ccccc1Oc1ccc(Cl)cc1,4%,-9%,-0.2,-5%,6%,-6,-3,-4%,-1
COc1ccc(NC(=O)COC(=O)c2ccccc2SCC(=O)N2CCCC2)cc1,12%,-7%,-0.3,3%,-4%,5,6,2%,0
CC(C)(C)S(=O)(=O)N1C[C@@H]2C(=CC[C@H]3C(=O)N(c4ccccc4)C(=O)[C@@H]23)[C@@H]1CCO,-5%,-8%,0.9,12%,-7%,4,-11,5%,0
COc1ccc(-c2nn(-c3ccccc3)cc2/C=N/Nc2cccc(C(=O)O)c2)cc1,21%,-26%,-0.4,10%[0.307 µM],-20%,21,-24,1%[0.307 µM],1
COC(=O)c1cnc(Oc2ccc(NC(=O)NC(=O)c3c(F)cccc3Cl)cc2)cc1C(F)(F)F,3%,9%,-0.3,-11%,-15%,-25,16,-9%,-3
CCN(C(=O)/C=C/c1ccc(OC)cc1)C1CCCCC1,1%,0%,-0.9,?,-2%,7,-1,14%,-3
C#CCNC(=O)C1=C[C@@H](c2coc3ccccc3c2=O)C[C@@H](OCc2ccc(CO)cc2)O1,5%,-12%,0.4,1%,4%,-2,-1,-16%,-11
CCc1cc(C(=O)OC)c(NC(=O)c2cc(Br)cs2)s1,2%,-5%,3.4,3%,-13%,12,.,5%,2
COC(=O)c1ccc(CSc2nnnn2-c2ccccc2)o1,?,-15%,-1.7,14%,-1%,-25,3,47%,-9

The listing continues:
SMILES,GLP1R ag,PLK1 PBD inh,IL2 activator,GLP1R inv ag,WRN helicase inh,DRD3 antagonist,PI5P4Ka inh,GLP1R cytotox,D3 ag
Cc1ccc(C(=O)NCCCNC(=O)Cc2ccc(Cl)cc2)cn1,-10%,-8%,1.4,4%,?,8,6,16%,-6
CCc1ccc(Nc2n[n+](C)c(-c3ccncc3)s2)cc1,19%,?,-0.3,14%,1%,-21,?,-1%,1
CN(C(=O)COC(=O)c1ccc(=O)n(Cc2ccccc2)n1)c1ccccc1,-5%,17µM*,-1.0,16%,7%,1,?,-1%,1
Cn1c(SCC(=O)Nc2ccc(NC(=O)c3ccccc3)cc2)nnc1-c1ccncc1,10%,0%,-0.2,25%,-8%,4,6,7%,1
CN(C)CCN1CCN(C2CN(CCc3ccccc3)S(=O)(=O)C2)CC1 (centres undefined),5%,-3%,-0.5,-3%,-1%,4,-3,4%,6
CC(C)CN(C(=O)CSc1ncnc2ccccc12)C1CCS(=O)(=O)C1 (centres undefined),0%,2%,-1.8,-4%,2%,-16,0,-15%,-2
CC(=O)Nc1ccc(CN2CCN(C3CCCC3)C(CCO)C2)cc1 (centres undefined),6%,-23%,-2.4,-11%,1%,-15,-4,-6%,-20
COc1ccccc1CNC(=O)N1CCN(S(=O)(=O)c2ccccc2)CC1,4%,5%,1.7,15%,2%,26,15,-3%,30*
Cc1ccc([C@H]2N[C@]3(CCCN(Cc4ccc(C(F)(F)F)cc4)C3=O)[C@H]3C(=O)N(C)C(=O)[C@@H]23)cc1,-5%,-11%,-2.9,-27%,-3%,-22,-6,5%,5
O=C(NC1CCN(Cc2ccccc2)CC1)c1ccc(Cn2c(=O)c3ccccc3n(Cc3ccccc3)c2=O)cc1,0%,.,.,-22%,.,.,.,1%,-16
CN1CCN(c2nc3c(c(=O)n(C)c(=O)n3C)n2Cc2ccccc2Cl)CC1,9%,-9%,0.9,0%,5%,-1,0,-21%,2
CCOC(=O)C1C(=O)OC(C)(C)C1C(CC)C(=O)c1ccccc1 (centres undefined),6%,2%,-0.4,8%,-2%,5,1,8%,-1
O=S(=O)(NCc1csc(-c2cccnc2)n1)c1ccc(Cl)s1,1%,-3%,-1.5,5%,1%,-5,-15,0%,3
CC(=O)c1ccccc1OCCCN1CCCCC1,1%,-9%,-3.5,-18%,-10%,-24,2,-10%,-11
CC(N)c1csc(Nc2ccc(C(=O)NCCO)cc2)n1 (centres undefined),-7%,-8%,0.0,28%,-9%,?,-2,-2%,-7
COc1cc(C(=O)Nc2ccc(Oc3ncnc4sc(-c5ccccc5)cc34)cc2)cc(OC)c1OC,-8%,-2%,0.4,0%,-1%,19,2,0%,2
COC(=O)c1cccc(N2C(=O)C(Cl)=C(N3CCOCC3)C2=O)c1,-10%,-13%,-2.4,1%,-4%,4,0,-15%,-1
O=C(/C=C/c1ccccc1Cl)Nc1ccncc1,0%,-3%,-0.4,27%,-2%,31,7,-8%,3
Cc1nn(Cc2noc(C(=O)NC(C)c3ccccc3)n2)c(C)c1Br (centres undefined),-1%,.,.,?,.,.,.,3%,-5
CCCCn1c(SCC(=O)N2CCOCC2)nnc1-c1cccs1,5%,-5%,-3.0,8%,-4%,16,.,14%,11
Cc1cccc(C)c1OCCOC(=O)c1cccc(S(=O)(=O)N2CCOCC2)c1,2%,-7%,0.8,?,-6%,-11,-2,18%,-1
COCCSc1nnc(NC(=O)c2cc(OC)c(OC)cc2[N+](=O)[O-])s1,9%,-9%,-0.5,4%,2%,1,6,-2%,0
CN(C)/C=C(\c1cnc(Cl)s1)S(=O)(=O)c1ccccc1,-1%,-17%,0.8,-5%,-6%,0,1,-1%,-3
Cc1cc(OCC(=O)c2ccc(F)cc2)ccc1N1C(=O)CCC1=O,-11%,2%,-4.6,0%,-4%,0,-1,4%,2
O=C(CCCOc1ccc(Cl)cc1Cl)Nc1nnc(C2CC2)s1,-3%,-12%,-0.3,22%,-24%,-1,-12,15%,-8

Three entries drawn at random from the list so far:
SMILES,GLP1R ag,PLK1 PBD inh,IL2 activator,GLP1R inv ag,WRN helicase inh,DRD3 antagonist,PI5P4Ka inh,GLP1R cytotox,D3 ag
COc1cc(C(=O)Nc2ccc(Oc3ncnc4sc(-c5ccccc5)cc34)cc2)cc(OC)c1OC,-8%,-2%,0.4,0%,-1%,19,2,0%,2
COC(=O)c1ccc(CSc2nnnn2-c2ccccc2)o1,?,-15%,-1.7,14%,-1%,-25,3,47%,-9
CC(=O)c1ccccc1OCCCN1CCCCC1,1%,-9%,-3.5,-18%,-10%,-24,2,-10%,-11

Next section.
SMILES,GLP1R ag,PLK1 PBD inh,IL2 activator,GLP1R inv ag,WRN helicase inh,DRD3 antagonist,PI5P4Ka inh,GLP1R cytotox,D3 ag
CCOc1ccc2nc(NC(=O)CN3CCOCC3)sc2c1,7%,-4%,-4.0,-3%,-27%,1,2,32%,-3
O=C1CC(c2ccccc2)CN1C(=O)c1cccc([N+](=O)[O-])c1 (centres undefined),-1%,-6%,-0.1,8%,4%,0,3,-4%,1
C/C(=N\NC(=O)C12CCC(C)(C(=O)O1)C2(C)C)c1ccccc1O (centres undefined),-5%,-10%,-0.5,?,1%,-28,6,?,30
O=[N+]([O-])c1cc(S(=O)(=O)/N=C(/c2ccccc2)N2CCOCC2)ccc1Cl,3%,-3%,1.7,-9%,5%,-25,-1,-28%,-3

Screening results (PubChem)
